Screening results deposited in PubChem by Sanford-Burnham Center for Chemical Genomics.
SENP1 FRET inh: human SENP1 catalytic domain inhibitors, primary screen, biochemical, FRET, uHTS | Sentrin-specific protease 1 (Homo sapiens), Q9P0U3 | 360,000 tested, 0.21% active | AID 624204, 2012 | recombinant SENP1 catalytic domain, CyPet-SUMO1-YPet FRET cleavage | inhibition, % at 10 µM;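 active = inhibition at least 30% at 10 µM, raw YFP signal under a set limit, fluorescence ratio 0.5 to 1.5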;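 note: 0% = enzyme with DMSO and 100% = no enzyme wells; some results filed as inactive read as strong as hits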
Target sequence (Q9P0U3 419-644 limits assumed): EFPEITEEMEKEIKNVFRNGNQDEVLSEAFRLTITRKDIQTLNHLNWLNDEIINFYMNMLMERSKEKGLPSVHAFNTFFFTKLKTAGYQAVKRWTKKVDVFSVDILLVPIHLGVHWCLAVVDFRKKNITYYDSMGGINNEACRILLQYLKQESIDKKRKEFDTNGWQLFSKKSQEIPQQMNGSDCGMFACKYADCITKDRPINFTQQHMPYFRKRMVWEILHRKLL
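System: Recombinant human SENP1 catalytic domain, His6-tagged | Incubation: Enzyme reaction for 50 min at room temperature, dark | Medium: Tris pH 8 with BME, BSA, NP40 and catalase | Also added: 25 nM SUMO1 FRET substrate | Compound: 10 µM single point, 0.5% DMSO | Measured by: FRET fluorescence in CFP and YFP emission channels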
* hit, by the source's call.

Preview (seven entries):
SENP1 FRET inh,structure
-1.9,CC1(C(=O)NCc2ccccc2Br)CCN1Cc1ccc(-c2ccccc2)o1 (stereo not given)
2.3,CCCCOc1ccc(S(=O)(=O)NC(=O)C2(C)CCN2C(=O)c2c(C)noc2C)cc1 (stereo not given)
2.3,O=C1NC[C@@H](CCCCN2C[C@H](Cc3ccccc3)N(CC3CCCCC3)C(=O)C2=O)N(Cc2ccccc2)C1=O
-6.0,CCCCN(C=O)c1c(CC)nc2c(OCc3ccc(Cl)cc3Cl)cccn12
0.2,Cc1nn(CC(=O)NC2CC2)c(C)c1S(=O)(=O)N(C)C
-0.5,CCOC(=O)C1=CCN(S(=O)(=O)c2ccc(C)cc2)C1c1ccccc1F (stereo not given)
1.1,CC(=O)Nc1ccc(-c2ccnc3c2CC(C)(C(=O)Nc2ccc(Cl)cc2)O3)cc1 (stereo not given)

Results, previewed entries included:
SENP1 FRET inh,structure
-1.9,CC1(C(=O)NCc2ccccc2Br)CCN1Cc1ccc(-c2ccccc2)o1 (stereo not given)
2.3,CCCCOc1ccc(S(=O)(=O)NC(=O)C2(C)CCN2C(=O)c2c(C)noc2C)cc1 (stereo not given)
2.3,O=C1NC[C@@H](CCCCN2C[C@H](Cc3ccccc3)N(CC3CCCCC3)C(=O)C2=O)N(Cc2ccccc2)C1=O
-6.0,CCCCN(C=O)c1c(CC)nc2c(OCc3ccc(Cl)cc3Cl)cccn12
0.2,Cc1nn(CC(=O)NC2CC2)c(C)c1S(=O)(=O)N(C)C
-0.5,CCOC(=O)C1=CCN(S(=O)(=O)c2ccc(C)cc2)C1c1ccccc1F (stereo not given)
1.1,CC(=O)Nc1ccc(-c2ccnc3c2CC(C)(C(=O)Nc2ccc(Cl)cc2)O3)cc1 (stereo not given)
0.2,Cc1noc(C)c1NC(=O)N(C)C[C@@H]1Oc2ncc(C#CC3CC3)cc2C(=O)N([C@@H](C)CO)C[C@@H]1C
0.3,COc1ccc(NC2CCCN(C(=O)c3ccccc3-c3ncc[nH]3)C2)cc1 (stereo not given)
-1.8,COc1ccc(CCNCC(O)COc2c(C)cccc2C)cc1OC (stereo not given)
1.2,CC(c1nc2ccccc2n1Cc1ccccc1)n1c(-c2cnccn2)nc2ccccc21 (stereo not given)
-4.2,OCCN(Cc1ccccn1)Cc1ccccn1
0.0,COCCN(C(=O)COC(=O)COc1ccc2ccccc2c1)c1c(N)n(Cc2ccccc2)c(=O)[nH]c1=O
1.1,CS(=O)(=O)N1CCC2CC1c1cc(-c3ccccc3)ccc12 (stereo not given)
72.1,CCOc1ccc(Cn2c3ccc(OC)cc3c3nc4ccccc4nc32)cc1
2.0,CNS(=O)(=O)c1ccc(CCC(=O)N2CCOCC2)cc1
-1.2,CC1=C(C(=O)N2CCOCC2)CC(CC(=O)NCc2cccs2)C(=O)N1CCC1=CCCCC1 (stereo not given)
-1.9,CC(=O)N1CCC(C(=O)N2c3ccccc3N=C(c3ccc4c(c3)OCO4)C2C(=O)NCc2ccccc2)CC1 (stereo not given)
3.1,Cc1ccc(-n2nnnc2Sc2ccc(S(=O)(=O)NCCN(C)C)cc2[N+](=O)[O-])cc1
-0.4,CCOC(=O)c1c(C)cc2c(CO)n[nH]c(=O)c2c1C
-0.4,COc1ccc(CCN2C(=O)c3ccccc3C2c2nnnn2-c2c(C)cccc2C)cc1OC (stereo not given)
2.3,CCCNC(=O)c1cc2c(c(-c3cccc(-c4ccc(F)cc4)c3)n1)[C@@H](CCO)N(S(=O)C(C)(C)C)C2 (stereo not given in full)
-1.0,CCOC(=O)[C@]12CCC=C1N(Cc1cccc3ccccc13)C(=O)[C@H](CC(=O)NCc1ccc(C)o1)C2
2.4,COc1ccc(C(O)c2ncc(-c3ccccc3Cl)[nH]2)cc1 (stereo not given)
-0.5,Cc1ccc(S(=O)(=O)N2CCC(C(=O)Nc3ccc(S(=O)(=O)N4CCOCC4)cc3)CC2)cc1
1.1,CCOc1ccccc1OCCCC(=O)N1CCN(S(=O)(=O)c2ccccc2C#N)CC1
-16.6,Cc1ccc2c(c1)=N/C(=N\c1[nH]c(O)c3ccccc13)N=2
1.6,O=C(CN1C(=O)c2ccccc2C1=O)C(O)CN1C(=O)c2ccccc2C1=O (stereo not given)
3.4,CCOC(=O)[C@]12CCCC=C1N(Cc1ccc3c(c1)OCO3)C(=O)[C@H](CC(=O)N1CCN(C(=O)c3ccco3)CC1)C2
1.4,Cc1ccc(NC(=O)COC(=O)c2ccco2)cc1S(=O)(=O)N1CCCCC1
0.7,O=C(Nc1cc([N+](=O)[O-])c2[nH]c(=O)c3ccccc3c2c1)C(F)(F)F
-4.4,COc1cc(NCC2COc3c(ccc(OC)c3OC)C2=O)c([N+](=O)[O-])cc1OC (stereo not given)
0.1,O=C(Nc1cccc(C(F)(F)F)c1)Nc1nnc([C@H]2C[C@H](O)[C@@H](CO)O2)s1
-2.6,CCc1nc2ccc(C(=O)N(CC)CCN(C)C)cn2c1N(C)CCCc1ccccc1
0.8,COc1ccc(OC)c2nc3c(C(=O)NCCN(C)C)cccc3nc12
-0.3,O=C(NCc1cc(Cl)cc(Cl)c1)c1ccc2nc([C@@H]3O[C@H](CO)[C@@H](O)[C@H]3O)[nH]c2c1
-1.3,COc1ccc(N2C(=O)c3ccccc3NC(=O)C2C(=O)NCCc2ccccc2F)cc1 (stereo not given)
-0.6,COc1ccccc1Cc1c(-c2ccco2)nc2c(C)cc(Br)cn12
9.0,CCC1(O)CC2CN(CCc3c([nH]c4ccccc34)C(C(=O)OC)(c3cc4c(cc3OC)N(C=O)C3C(O)(C(=O)OC)C(OC(C)=O)C5(CC)C=CCN6CCC43C65)C2)C1 (stereo not given)
3.7,O=C(C1CCCCC1C(=O)N1CCCCC1)N1CCCCC1 (stereo not given)
-0.1,O=C1C=CC(=Nc2ccc(F)cc2)O1
-112.5,Cc1cc(C)c2c(n1)nn1c(N3CCN(Cc4ccccc4)CC3)cc(C)nc21
-1.3,CCn1c(=O)c2[nH]c(Cl)nc2n(CC)c1=O
2.5,Cc1ccc(S(=O)(=O)N(C)CC(=O)N(C)Cc2cccs2)cc1
4.4,CC1(C(=O)NS(=O)(=O)Cc2cccc(Cl)c2)CCN1C(=O)CCc1ccccc1 (stereo not given)
1.7,O=C(c1ccccc1F)N1CCCC(N2CCN(Cc3ccc4c(c3)OCO4)CC2)C1 (stereo not given)
1.5,CS(=O)c1ccccc1-c1nc(-c2ccc([N+](=O)[O-])cc2)no1 (stereo not given)
-30.2,COc1cccc(-c2cnc3c(NC(C)=O)cc(-c4ccsc4)cn23)c1
-0.4,C[C@@H]1CN([C@H](C)CO)C(=O)CCCn2cc(nn2)CO[C@H]1CN(C)C(=O)NC1CCCCC1
-1.8,COc1ccc(OCC2c3cc(OC)c(OC)cc3CCN2C(=O)C(C)C)cc1 (stereo not given)

The list goes on.
SENP1 FRET inh,structure
1.9,CC1(C(=O)NC2CCCC2)CCN1C(=O)Cc1ccc(-c2ccccc2)cc1 (stereo not given)
0.8,CC(C)(C)C1CCNC(=O)CC1 (stereo not given)
-66.4,NC(CO)c1csc(Nc2ccc(C(F)(F)F)cn2)n1 (stereo not given)
1.2,CCc1nc2c(OCc3ccc(C(F)(F)F)cc3)cccn2c1N(C)C(=O)c1ccco1
0.7,COc1ccc2c(c1)CO[C@]21O[C@H](CCO)C[C@H](O)[C@H]1O
-0.2,CCC(C)(C)NC(=O)C(c1cccn1C)N(Cc1ccccc1)C(=O)Cn1nnc2ccccc21 (stereo not given)
0.6,CC1CCN(S(=O)(=O)c2cccc(C(=O)NC3CCS(=O)(=O)C3)c2)CC1 (stereo not given)
0.7,O=C(NC1CCCC1)C(c1ccccc1)n1c(-c2cccs2)nc2ccccc21 (stereo not given)
-0.3,N=C1c2ccccc2-c2ccccc21
2.3,CCOc1ccc(Br)cc1S(=O)(=O)NCC(c1ccc(OC)cc1)N1CCOCC1 (stereo not given)
-0.3,CC1(C(=O)Nc2cccc3c2CCCC3)CCN1C(=O)c1cccc(F)c1 (stereo not given)
-8.4,CCCCNC(=O)c1nc(-c2cc3ccccc3[nH]2)oc1-c1ccccc1
0.8,CCOC(=O)[C@]12CCCC=C1N(CCc1ccc(OC)c(OC)c1)C(=O)[C@H](CC(=O)NCCCCc1ccccc1)C2
10.6,CN(C)c1ccc2nc3ccc(=O)cc-3sc2c1
-2.1,O=C1C=C(C#Cc2ccccc2)C[C@@H](c2ccc(F)cc2)C1
-1.0,COC(=O)[C@@]12C[C@@H](CC(=O)NCc3ccc(C)o3)C(=O)N(Cc3ccco3)C1=CCC(C)(C)C2
2.0,COc1ccc(NC(=S)N2CCN(c3ccc4c(c3)C3CCN(C(=O)OCc5ccccc5)C4C3)CC2)c(OC)c1 (stereo not given)
3.2,CC1(C(=O)NS(=O)(=O)c2ccc(Cl)cc2)CCN1C(=O)CCC1CCCC1 (stereo not given)
-0.8,Cn1cc(C2NC(=O)c3ccccc3N2)c2ccccc21 (stereo not given)
0.7,O=C(Nc1ccccc1)Nc1ccccc1
0.4,CCOC(=O)/C(=C/c1ccc(OC(F)F)cc1)C1=Nn2c(nnc2-c2ccc(Cl)cc2)SC1
-0.4,O=C(Nc1ccccc1Cl)c1cc(C2CCCN(C(=O)C3CCCCC3)C2)on1 (stereo not given)
-2.4,CCc1nc2ccc(C(=O)NCCCN3CCCC3=O)cn2c1N(C)C(=O)Nc1ccccc1OC
2.2,ON=C1c2ccccc2-c2ccc(F)cc21
-15.7,COc1ccc(-c2ccc(CCC(=O)O)n2-c2cc(OC)ccc2OC)cc1
-31.3,Clc1cccc(-c2ccc(C=Nc3ccc(N4CCOCC4)cc3)o2)c1
0.6,CCCCNC(=O)C1c2ccccc2OCC(=O)N1Cc1cccnc1 (stereo not given)
-1.0,CC(=O)c1cccc(-c2ccnc3c2CC(C(=O)Nc2ccc4c(c2)OCO4)O3)c1 (stereo not given)
3.9,CCOC(=O)[C@]12CCC=C1N(Cc1ccc(Cl)cc1Cl)C(=O)[C@H](CC(=O)NCCC(C)C)C2
-0.1,CC1(C(=O)Nc2cccc3ccccc23)CCN1C(=O)Cc1ccc(Cl)cc1Cl (stereo not given)
67.1,CCN(CC)c1ccc(/C=C2/C(=O)c3ccc(C(=O)O)cc3C2=O)cc1
7.2,C/C=C1\NC(=O)[C@H](C)NC(=O)[C@@H](NC(=O)[C@@H](Cc2ccc(O)cc2)NC(=O)[C@@H](NC(=O)/C(C)=C/C)C(C)C)[C@@H](C)OC(=O)[C@H](CCCCc2ccc(O)cc2)NC(=O)[C@@H](CCC(=O)OC)NC1=O
0.9,CC1(C(=O)Nc2ccc(Cl)c(C(F)(F)F)c2)Cc2c(-c3ccc(C(N)=O)cc3)ccnc2O1 (stereo not given)
1.4,COCCN(C(=S)Nc1ccc(OC)c(Cl)c1)C1CCN(C(C)=O)CC1
-0.3,CS(=O)(=O)c1ccc(C(=O)OCC(=O)N2CCN(CCC3CCCCC3)CC2)cc1[N+](=O)[O-]
-6.3,CCN=C1NN=C(c2cc(C)n(CCc3ccccc3)c2C)CS1
0.7,Cc1nc2c(OCc3ccc(C#N)cc3)cccn2c1N(C)C(=O)CCC1CCCC1
1.6,Cc1nc(C(F)(F)F)ccc1C(=O)N1CCC1(C)C(=O)NS(=O)(=O)c1ccccc1Cl (stereo not given)
0.7,CN(C)c1ccc(CNC(=O)CC[C@H]2O[C@@H](n3cnc4c(NC(=O)c5ccccc5)ncnc43)[C@H](O)[C@@H]2O)cc1
1.1,Cc1c(CCO)c(=O)n2n1CCCC2
-2.6,CCN(CC)C(=O)C1=C(C)N(Cc2ccccc2)C(=O)C(CC(=O)NCCc2ccccn2)C1 (stereo not given)
-6.3,Cc1ccc(NC(=O)C2c3ccccc3-c3ccccc32)cc1
1.6,COCCNC(=O)C1CCCN(C(=O)c2ccc3ccccc3n2)CC1 (stereo not given)
0.7,C[C@@H]1CN([C@@H](C)CO)S(=O)(=O)c2ccc(Br)cc2O[C@H]1CN(C)Cc1ccccn1
2.1,O=C(C1=NOC2(C1)C(=O)N(Cc1ccccc1)c1ccccc12)N1CCOCC1 (stereo not given)
-37.2,CCOC(=O)Cc1c(-c2cccc(Cl)c2)nc2c3ccccc3ccn12
5.4,Nc1nc(-c2ccco2)nn1C(=O)c1ccc(F)cc1
1.1,CC1CCCN(S(=O)(=O)c2ccc(S(=O)(=O)N3CCCN(Cc4ccccc4)C3)cc2)C1 (stereo not given)
-0.9,C=C(C)COC(=O)C1CC2OC2CC1C(=O)OCC(=C)C (stereo not given)
-59.1,CCc1nc2ccc(C(=O)NCc3ccc4c(c3)OCO4)cn2c1N(CCC(C)C)CCN(C)C

Going on with the list.
SENP1 FRET inh,structure
-26.9,Cc1cc(NS(=O)(=O)c2ccc(NC(=O)c3cc4c(=O)n5ccccc5nc4s3)cc2)nc(C)n1
-0.1,O=C1COc2cc(O)ccc21
0.6,COc1ccc(C=C(C(=O)O)c2ccc(OC)cc2)cc1
-0.7,O=C(CNC(=O)c1cc(-c2ccccc2)nn1-c1ccccc1)Nc1ccccc1Br
-0.1,CCCCCCn1cc(CN(C)C2CN(Cc3cn(CCCCCC)nn3)S(=O)(=O)C2)nn1 (stereo not given)
0.1,CCNC(=O)Nc1ccc2c(c1)c(=O)n(C)n2CC=C(C)C
3.6,COc1ccc(S(=O)(=O)NCc2ccc(C(=O)NCCN(C)Cc3ccccc3)cc2)cc1
-2.5,COc1cc(OC)cc(OC)c1
0.7,O=C(Cn1sc2ccccc2c1=O)Nc1ccccc1

Taken from the listing, 3 compounds:
SENP1 FRET inh,structure
0.6,COc1ccc(C=C(C(=O)O)c2ccc(OC)cc2)cc1
-0.7,O=C(CNC(=O)c1cc(-c2ccccc2)nn1-c1ccccc1)Nc1ccccc1Br
-0.1,CCCCCCn1cc(CN(C)C2CN(Cc3cn(CCCCCC)nn3)S(=O)(=O)C2)nn1 (stereo not given)

An excerpt. The share of hits here may be higher or lower than overall.
